High-throughput results deposited in PubChem BioAssay by several laboratories.
DNMT1 block = human DNMT1 methyltransferase inhibitors, primary screen, biochemical, molecular beacon, fluorescence, HinP1I cleavage, uHTS | inhibition (reported as % activation of signal), % at 10 µM | DNA (cytosine-5)-methyltransferase 1 (Homo sapiens), P26358 | AID 588458, 2011 | 0.83% of 360,000 active; in the data active = inhibition above about 50%
STEP inh = STEP phosphatase inhibitors, primary screen, biochemical, fluorescence intensity, uHTS. Tyrosine-protein phosphatase non-receptor type 5 (Homo sapiens), P54829. 0.25% of 360,000 active. recombinant STEP, OMFP fluorogenic substrate. inhibition, % at 20 µM;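 active = inhibition at 20 µM, scaled per plate between control wells, above about 37%, limit read from the data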;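 also: 0% = DMSO with enzyme and substrate and 100% = substrate only without enzyme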
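medium = Bis-Tris buffer pH 6.0, 2.5 mM DTT, 0.005% Tween 20 | test system = STEP (striatal-enriched tyrosine phosphatase) enzyme, cell-free | measure = normalized % inhibition | compound dosing = 20 µM, 1% DMSO | also added = 25 µM OMFP | schedule = reaction 20 min, ambient temperature | measured by = fluorescence read at 480 nm ex / 540 nm em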
NadD block = inhibitors of S. aureus NadD, primary screen, biochemical, colorimetric, uHTS; purified NadD enzyme, colorimetric absorbance read-out; inhibition, % at 20 µM; 0.78% of 360,000 active; in the data active = inhibition above about 26%; also: some compounds past the cut are filed as inactive
Tb MetRS inh = T. brucei MetRS inhibitors, primary screen, biochemical, luminescence. methionyl-tRNA synthetase (Trypanosoma brucei brucei). purified T. brucei MetRS, ATP depletion, Kinase-Glo luminescence. inhibition, % at 11.9 µM. 0.4% of 360,000 active. AID 624268, 2012;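 active = inhibition above a per-plate cutoff of the control wells' mean inhibition plus 3 SD, cut at about 5.5% in these data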;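 also: 0% = DMSO wells median and 100% = median of wells with control inhibitor compound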
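System: purified T. brucei MetRS enzyme / Detection: Kinase-Glo luciferase luminescence reporting remaining unconsumed ATP / Medium: HEPES buffer with MgCl2, KCl, DTT, spermine, BSA, pyrophosphatase / Replication: singlicate, one well per compound / Evaluation: percent inhibition relative to median high and low control wells / Schedule: 2 h aminoacylation at 25 °C after 15 min preincubation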
CSN deneddyl inh = inhibitors of CSN-mediated cullin deneddylation, primary screen, biochemical, fluorescence polarization, uHTS. COP9 signalosome complex subunit 5 (Homo sapiens), Q92905. Purified CSN, SCF-Nedd8-OG deneddylation. inhibition, % at 12.5 µM. 0.38% of 360,000 active;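 active = pattern-corrected inhibition above about 35%, with an unprinted fluorescence ratio check between 0.5 and 1.5, limit read from the data, passing the limit was not always enough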;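 also: 0% = enzyme with substrate and 100% = substrate without enzyme; some results filed as inactive read as strong as hits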
Target sequence (Q92905 whole entry, looked up, one chain of several): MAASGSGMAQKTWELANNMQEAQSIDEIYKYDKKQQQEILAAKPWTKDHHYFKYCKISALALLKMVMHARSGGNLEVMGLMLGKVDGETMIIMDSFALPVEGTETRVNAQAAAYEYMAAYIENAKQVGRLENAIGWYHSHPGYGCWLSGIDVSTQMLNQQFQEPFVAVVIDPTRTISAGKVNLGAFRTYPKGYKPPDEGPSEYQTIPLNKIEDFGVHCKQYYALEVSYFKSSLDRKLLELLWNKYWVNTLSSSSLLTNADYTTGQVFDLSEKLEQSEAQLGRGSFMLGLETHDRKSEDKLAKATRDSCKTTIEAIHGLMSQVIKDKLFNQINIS
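Assay system: HEK293T-derived human Csn5 enzyme; quantity: 0.24 nM enzyme; medium: Tris/NaCl/DTT buffer, pH 7.5; also added: substrate SCFSkp2-Nedd8OG, 10 nM; doses: 12.5 µM compound; schedule: 90 min reaction at room temperature; signal: FP; read-out: % inhibition of substrate cleavage by Csn5; benchmarks: substrate-only high control, full reaction low control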
MsrA inhibitor = bovine MsrA enzyme inhibitors, primary screen, biochemical, absorbance, HTS; Methionine sulfoxide reductase A (Bos taurus); purified bovine MsrA, absorbance read-out; inhibition, % at 15.5 µM; 0.75% of 360,000 active; in the data active = inhibition above about 4.5%;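 also: 0% = vehicle wells with enzyme and 100% = reference inhibitor wells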
Scp-1 inhibitor = Scp-1 phosphatase inhibitors, primary screen, biochemical, colorimetric, uHTS; Carboxy-terminal domain RNA polymerase II polypeptide A small phosphatase 1 (Homo …; Recombinant Scp1, phosphopeptide, malachite green phosphate absorbance; inhibition, % at 20 µM; 0.88% of 340,000 active; AID 493091, 2011;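 active = inhibition above about 50% at 20 µM, limit read from the data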;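 also: plate controls were DMSO wells with enzyme for no effect and wells lacking enzyme for full effect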
Target sequence (Q9GZU7 76-261 limits assumed): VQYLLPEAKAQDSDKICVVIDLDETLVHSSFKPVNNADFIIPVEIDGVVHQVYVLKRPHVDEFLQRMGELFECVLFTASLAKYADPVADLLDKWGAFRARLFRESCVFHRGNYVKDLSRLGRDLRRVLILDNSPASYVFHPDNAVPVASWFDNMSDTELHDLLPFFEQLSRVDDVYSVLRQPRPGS
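Material: truncated SCP-1 phosphatase (76-261aa) / Buffer or medium: 50 mM Tris acetate pH 5.5, 0.005% Tween-20, 10 mM MgCl2 / Compound dosing: one concentration, 20 µM, with 1.0% DMSO / Incubation: 45 min room-temperature reaction, 5 min colour, 30 min stabiliser / Detection: colorimetric free-phosphate detection, absorbance 630 nm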
LMPTP block = LMPTP phosphatase inhibitors, primary screen, biochemical, fluorescence intensity, uHTS | Low molecular weight phosphotyrosine protein phosphatase (Homo sapiens), P24666 | inhibition, % at 20 µM | 0.22% of 360,000 active | recombinant LMPTP-A, OMFP fluorogenic substrate | AID 651560, 2012;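 active = compounds that cut the enzyme signal by at least half of the control window in the single-dose screen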;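 also: plate controls were DMSO wells with enzyme plus substrate for no effect and substrate without enzyme for full effect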
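Test system: LMPTP-A phosphatase enzyme; input: 0.625 nM LMPTP-A final; reagent: OMFP substrate, 400 µM final; compound dosing: 20 µM single dose, 3% DMSO; incubation: 50 min dark incubation at room temperature; measured by: endpoint fluorescence intensity from OMFP dephosphorylation; measure: % inhibition relative to no-enzyme and uninhibited control wells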
Rpn11 inh = Rpn11 (PSMD14) deubiquitinase inhibitors, primary screen, biochemical, fluorescence polarization, uHTS; 26S proteasome non-ATPase regulatory subunit 14 (Homo sapiens), O00487; calls only at 20 µM; AID 588493, 2011; 0.59% of 360,000 active; human 26S proteasome, Ub4-pepOG fluorescence polarization; 20S core pre-blocked with epoxomicin;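 active = inhibition at 20 µM, scaled to each plate's controls, above about 33%, limit read from the data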
Target sequence (O00487 whole entry, looked up): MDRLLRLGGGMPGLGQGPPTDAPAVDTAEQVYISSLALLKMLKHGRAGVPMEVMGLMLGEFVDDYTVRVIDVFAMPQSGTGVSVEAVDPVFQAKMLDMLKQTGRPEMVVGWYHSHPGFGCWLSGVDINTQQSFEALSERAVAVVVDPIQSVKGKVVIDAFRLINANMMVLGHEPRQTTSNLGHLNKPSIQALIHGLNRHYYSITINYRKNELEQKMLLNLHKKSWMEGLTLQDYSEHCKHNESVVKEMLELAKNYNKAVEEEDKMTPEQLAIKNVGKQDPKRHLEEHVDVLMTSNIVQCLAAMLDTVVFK
SUMO1-SIM PPI = modulators of SUMO1 protein-protein interactions, primary screen, biochemical, uHTS; SUMO1 binding to a labelled peptide, TR-FRET, 1 h; inhibition, % at 20 µM; 0.33% of 360,000 active; in the data active = inhibition above about 37%
Target sequence (P63165 whole entry, looked up): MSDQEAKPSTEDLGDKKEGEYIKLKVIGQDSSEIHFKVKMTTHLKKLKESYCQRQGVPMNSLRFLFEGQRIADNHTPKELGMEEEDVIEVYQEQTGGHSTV
* hit, by the source's call.

For CC(NC(=O)CCCn1cc([N+](=O)[O-])cn1)c1ccccc1 (configuration not stated) the results were DNMT1 block 3, STEP inh 0, NadD block 1, Tb MetRS inh -1.0, CSN deneddyl inh 1, MsrA inhibitor 1.3, Scp-1 inhibitor 5, LMPTP block -0.1, Rpn11 inh inactive and SUMO1-SIM PPI -5.
`CCOc1cc(/C=C/c2nc3ccccc3s2)ccc1OCC(=O)N1CCOCC1` gave DNMT1 block -10, STEP inh 1, NadD block 3, Tb MetRS inh 0.8, CSN deneddyl inh -9, MsrA inhibitor 2.7, Scp-1 inhibitor 5, LMPTP block 1.0, Rpn11 inh inactive and SUMO1-SIM PPI -20.
`CCc1cc(=O)oc2c(C)c(OC(C)C(=O)NCCCN3CCOCC3)ccc12` (configuration not stated) gave DNMT1 block 0, STEP inh 2, NadD block -1, Tb MetRS inh 0.1, CSN deneddyl inh 4, MsrA inhibitor 0.9, Scp-1 inhibitor 4, LMPTP block -1.2, Rpn11 inh inactive and SUMO1-SIM PPI 0.
`CCOC(=O)[C@]12CCCC=C1N(CCC1=CCCCC1)C(=O)[C@H](CC(=O)NCc1cccc(C(F)(F)F)c1)C2` gave Tb MetRS inh 1.0, CSN deneddyl inh 3, MsrA inhibitor 1.1, LMPTP block 4.6 and SUMO1-SIM PPI 1.
`O=S(=O)(c1cccc(Cn2nnc(-c3ccc(F)cc3)n2)c1)N1CCOCC1` gave DNMT1 block 1, STEP inh -1, NadD block -8, Tb MetRS inh -0.7, CSN deneddyl inh -1, MsrA inhibitor -0.6, Scp-1 inhibitor -29, LMPTP block 1.8, Rpn11 inh inactive and SUMO1-SIM PPI 5.
For Cn1c(=O)c2c(nc(CN3CCOCC3)n2CCc2ccccc2)n(C)c1=O the results were DNMT1 block 4, STEP inh -2, NadD block -2, Tb MetRS inh -0.2, CSN deneddyl inh 1, MsrA inhibitor 0.4, Scp-1 inhibitor -1, LMPTP block -1.0, Rpn11 inh inactive and SUMO1-SIM PPI 14.
`CC(C)CC(OC(=O)c1nsc(Cl)c1Cl)C(=O)NC1CCCC1` (configuration not stated) gave DNMT1 block 0, STEP inh -2, NadD block 4, Tb MetRS inh 0.6, CSN deneddyl inh -1, MsrA inhibitor -1.5, Scp-1 inhibitor -7, LMPTP block -0.6, Rpn11 inh inactive and SUMO1-SIM PPI 1.
Nc1c(Cl)ncnc1N/N=C/c1ccc(O)cc1 was read as DNMT1 block 6, STEP inh 3, NadD block -6, Tb MetRS inh -1.4, CSN deneddyl inh -7, MsrA inhibitor 4.0, Scp-1 inhibitor -2, LMPTP block 4.1, Rpn11 inh inactive and SUMO1-SIM PPI -7.
For CCOC(=O)C1(C)NC(c2ccc(OC)c(OC)c2)C2C(=O)N(CC)C(=O)C21 (configuration not stated) the results were DNMT1 block -3, STEP inh 2, NadD block 4, Tb MetRS inh -0.1, CSN deneddyl inh 0, MsrA inhibitor -0.8, Scp-1 inhibitor -8, LMPTP block -1.1, Rpn11 inh inactive and SUMO1-SIM PPI -1.
Screening CCS(=O)(=O)CCSC1OC(COC(C)=O)C(OC(C)=O)C(OC(C)=O)C1OC(C)=O (configuration not stated) returned DNMT1 block 0, STEP inh 1, NadD block -6, Tb MetRS inh -0.4, CSN deneddyl inh 0, MsrA inhibitor -1.4, Scp-1 inhibitor -5, LMPTP block -2.6, Rpn11 inh inactive and SUMO1-SIM PPI -2.
O=C(O)C1CCCCC1C(=O)Nc1ccc(S(=O)(=O)N2CCCC2)cc1 (configuration not stated) was read as DNMT1 block 2, STEP inh 0, NadD block 1, Tb MetRS inh 0.2, CSN deneddyl inh -2, MsrA inhibitor 0.7, Scp-1 inhibitor -5, LMPTP block -1.1, Rpn11 inh inactive and SUMO1-SIM PPI -1.
For Cc1cc2nc3n(c2cc1C)CC1CC(C(=O)NCc2ccccc2)N(C)C31 (configuration not stated) the results were DNMT1 block 3, STEP inh -3, NadD block -3, Tb MetRS inh 0.1, CSN deneddyl inh 4, MsrA inhibitor -0.5, Scp-1 inhibitor -2, LMPTP block 0.8, Rpn11 inh inactive and SUMO1-SIM PPI 6.
COc1ccc(C2=NN(C(=O)c3ccco3)C(c3ccco3)C2)cc1OC (configuration not stated) was read as DNMT1 block -1, STEP inh -2, NadD block -9, Tb MetRS inh -0.7, CSN deneddyl inh 4, MsrA inhibitor 2.5, Scp-1 inhibitor -9, LMPTP block 1.5, Rpn11 inh inactive and SUMO1-SIM PPI -6.
CCCNC(=O)C1(C)CCN(Cc2cccc(OC(=O)c3ccccc3)c2)C1 (configuration not stated) was read as DNMT1 block 0, STEP inh -2, NadD block -5, Tb MetRS inh 0.2, CSN deneddyl inh -4, MsrA inhibitor 0.3, LMPTP block 1.5, Rpn11 inh inactive and SUMO1-SIM PPI -4.
CC1=C(C(=O)Nc2ccccc2)C(c2ccco2)n2ncnc2N1 (configuration not stated) was read as DNMT1 block 3, STEP inh 0, NadD block 4, Tb MetRS inh -0.3, CSN deneddyl inh 3, MsrA inhibitor 2.2, Scp-1 inhibitor -5, LMPTP block -0.4, Rpn11 inh inactive and SUMO1-SIM PPI -5.
`CC(C)c1ccc(NC(=O)Cn2cccc2C2=NC(c3ccccc3)CO2)cc1` (configuration not stated) gave DNMT1 block -6, STEP inh 1, NadD block 3, Tb MetRS inh 0.5, CSN deneddyl inh -1, MsrA inhibitor -0.3, Scp-1 inhibitor -2, LMPTP block 3.6, Rpn11 inh inactive and SUMO1-SIM PPI 0.
O=C(N[C@@H](Cc1ccccc1)C(=O)N1CCN(S(=O)(=O)c2ccccc2F)CC1)c1ccco1 was read as DNMT1 block 1, STEP inh -5, NadD block -3, Tb MetRS inh -0.5, CSN deneddyl inh 1, MsrA inhibitor 0.7, Scp-1 inhibitor 5, LMPTP block 0.0, Rpn11 inh inactive and SUMO1-SIM PPI 8.
For Cc1csc(SCC(=O)Nc2cc(C(N)=O)cc(C(N)=O)c2)n1 the results were DNMT1 block 0, STEP inh 2, NadD block -2, Tb MetRS inh -0.5, CSN deneddyl inh 0, MsrA inhibitor -1.3, Scp-1 inhibitor -4, LMPTP block -0.5, Rpn11 inh inactive and SUMO1-SIM PPI 2.
For Cc1ccc(/C=C/C(=O)NCc2ccc(S(N)(=O)=O)cc2)o1 the results were DNMT1 block 5, STEP inh -2, NadD block 6, Tb MetRS inh 0.7, CSN deneddyl inh -11, MsrA inhibitor 1.7, Scp-1 inhibitor 0, LMPTP block -0.6, Rpn11 inh inactive and SUMO1-SIM PPI 0.
`COc1ccc(N/C(C)=C/C(=S)Nc2ccccc2)cc1` gave DNMT1 block -10, STEP inh -3, NadD block 6, Tb MetRS inh -0.4, CSN deneddyl inh 16, MsrA inhibitor 0.8, Scp-1 inhibitor -4, LMPTP block -0.7, Rpn11 inh inactive and SUMO1-SIM PPI 2.

2 successive records out of the list so far, quoted:
For CC(NC(=O)CCCn1cc([N+](=O)[O-])cn1)c1ccccc1 (configuration not stated) the results were DNMT1 block 3, STEP inh 0, NadD block 1, Tb MetRS inh -1.0, CSN deneddyl inh 1, MsrA inhibitor 1.3, Scp-1 inhibitor 5, LMPTP block -0.1, Rpn11 inh inactive and SUMO1-SIM PPI -5.
`CCOc1cc(/C=C/c2nc3ccccc3s2)ccc1OCC(=O)N1CCOCC1` gave DNMT1 block -10, STEP inh 1, NadD block 3, Tb MetRS inh 0.8, CSN deneddyl inh -9, MsrA inhibitor 2.7, Scp-1 inhibitor 5, LMPTP block 1.0, Rpn11 inh inactive and SUMO1-SIM PPI -20.

New compounds follow.
For COC(=O)CSc1nc(-c2ccccc2)c2c(c1C#N)CCCC2 the results were DNMT1 block -3, STEP inh 2, NadD block -5, Tb MetRS inh -0.2, CSN deneddyl inh -1, MsrA inhibitor 1.9, Scp-1 inhibitor -8, LMPTP block 3.8, Rpn11 inh inactive and SUMO1-SIM PPI 8.
Screening CC1(c2ccc3c(c2)OCO3)NC(=O)N(CC(=O)Nc2ccccc2[N+](=O)[O-])C1=O (configuration not stated) returned DNMT1 block 1, STEP inh -3, NadD block -2, Tb MetRS inh 0.4, CSN deneddyl inh -3, MsrA inhibitor -0.1, Scp-1 inhibitor -3, LMPTP block -0.9, Rpn11 inh inactive and SUMO1-SIM PPI -31.
`CCCCCN(C(=O)COC(=O)c1ccc(Br)o1)c1c(N)n(CCCC)c(=O)[nH]c1=O` gave DNMT1 block 3, STEP inh -4, NadD block 3, Tb MetRS inh -1.0, CSN deneddyl inh 0, MsrA inhibitor 0.6, Scp-1 inhibitor 4, LMPTP block -1.0, Rpn11 inh inactive and SUMO1-SIM PPI 0.
Screening COc1cc2c(cc1OC)[C@@H](NC(=O)CCC1CCCCC1)[C@H](O)C2 returned DNMT1 block 6, STEP inh -1, NadD block 2, Tb MetRS inh 0.8, CSN deneddyl inh -1, MsrA inhibitor -0.3, Scp-1 inhibitor 4, LMPTP block -0.7, Rpn11 inh inactive and SUMO1-SIM PPI -5.
For CCCn1c(SCC(=O)Nc2ccc(OC)cc2[N+](=O)[O-])n[nH]c1=O the results were DNMT1 block -2, STEP inh -3, NadD block 1, Tb MetRS inh 0.2, CSN deneddyl inh -4, MsrA inhibitor 0.1, Scp-1 inhibitor -3, LMPTP block -0.4, Rpn11 inh inactive and SUMO1-SIM PPI -29.
Screening CCN(C(=O)COC(=O)c1ccc(OC)c(S(=O)(=O)N(C)Cc2ccccc2)c1)C1CCS(=O)(=O)C1 (configuration not stated) returned DNMT1 block 1, STEP inh 0, NadD block -5, Tb MetRS inh 0.2, CSN deneddyl inh -2, MsrA inhibitor 0.1, Scp-1 inhibitor -3, LMPTP block -0.4, Rpn11 inh inactive and SUMO1-SIM PPI 2.
